PI5P4K alpha inh = blocks human PI5P4K alpha kinase activity. P48426. PI5P4Kalpha enzyme, ADP-Glo luminescence, 60 min; hits give low values. max response, %. hit rate 1.2% among 330,000. AID 652105; active = max response of -50% or lower; inconclusive = between -30% and -50%; inactive = -30% or higher; also: value at the top dose of about 77 µM; % is scaled to controls: 0 for no effect and ±100 for the full control effect
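Luminescence from ADP-Glo served as readout of PI5P4Kalpha activity in a qHTS format. Reaction: enzyme, substrate, compound, ATP at 5 microM final, 60 min at RT.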
EPAC1 ag = EPAC1 (human) agonism; O95398; EPAC1 agonist qHTS, biochemical assay; response scale: 100% = response to 6.5 mM cAMP; hit rate 0.073% among 360,000; AID 720707; Potency, µM (series often up to 154 µM), without a hit: at the top dose activation, most hits filed as activators; also: potency is read from the fitted curve at half-maximal effect; nearly all actives have a fitted effect of over 60% in size
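Read-out is the fluorescence drop as BODIPY-GDP leaves Rap1B (480 nm excitation, 540 nm emission), recorded every 5 minutes over 30 minutes. Reactions held 100 nM EPAC1, 250 nM Rap1B–BODIPY-GDP and 50 uM GDP, with 6.5 mM cAMP setting full activation.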
IL2 activator = IL-2 activation. IL-2 activation reporter assay, cell-based qHTS; stimulated with anti-CD3/CD4/CD28 beads; in transgenic mouse T cells. activation, % (series mostly up to about 46 µM). hit rate 0.065% among 360,000; in the data active = activation above about 50%; inconclusive = mostly about 30% to 49%; also: 0% is about no effect
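First, unstimulated transgenic mouse T cells were exposed to compound for 60 min. Next, anti-CD3/anti-CD4-coated beads with anti-CD28 were added. Finally, after 18 h at 37 degrees C, EGFP and DsRed were imaged.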
GLP1R inv ag = GLP-1 receptor (human) inverse agonism; P43220; HEK293 GLP-1R CRE-luciferase, luminescence, 24 h; GLP-1R form is constitutively active; Potency, µM (doses to about 38.3 µM), without a hit: at the top dose activity change, negative = inhibition, most hits filed as inhibitors; hit rate 1.6% among 410,000; AID 624417; also: potency is read from the fitted curve at half-maximal effect; % is scaled to controls: 0 for no effect and ±100 for the full control effect; nearly all actives have a fitted effect of over 55% in size
Target sequence (P43220 whole entry, looked up): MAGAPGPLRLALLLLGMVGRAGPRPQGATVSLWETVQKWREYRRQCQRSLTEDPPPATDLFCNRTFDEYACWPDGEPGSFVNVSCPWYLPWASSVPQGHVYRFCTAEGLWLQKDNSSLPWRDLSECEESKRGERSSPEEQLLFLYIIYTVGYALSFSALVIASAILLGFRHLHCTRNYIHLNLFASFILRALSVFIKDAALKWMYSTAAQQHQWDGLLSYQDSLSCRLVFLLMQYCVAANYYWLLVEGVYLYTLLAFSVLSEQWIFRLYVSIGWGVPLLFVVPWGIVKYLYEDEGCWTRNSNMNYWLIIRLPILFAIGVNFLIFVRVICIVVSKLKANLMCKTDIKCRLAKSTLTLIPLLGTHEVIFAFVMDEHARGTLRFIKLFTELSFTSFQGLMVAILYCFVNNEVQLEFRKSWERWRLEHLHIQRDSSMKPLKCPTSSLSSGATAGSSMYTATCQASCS
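Readout was luciferase luminescence, measured 12 min after detection reagent at room temperature. Beforehand, GLP-1R reporter HEK293 cells had sat 12 h, then received compounds for 24 hr at 37 deg C.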
EPAC1 antag = EPAC1 (human) antagonism | Potency, µM (series often up to 115 µM), without a hit: at the highest dose activity change, negative = inhibition, actives largely listed as inhibitors | hit rate 0.14% among 360,000 | O95398 | EPAC1 GEF assay, Rap1b-BODIPY-GDP exchange fluorescence | AID 720709;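 also: potency is read from the fitted curve at half-maximal effect; plate controls were vehicle for no effect and positive control for full effect; nearly all actives have a fitted effect of over 50% in size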
PLK1 PBD inh = inhibitors of human PLK1 polo-box domain binding | Potency, µM, without a hit: max response, negative = inhibition, actives largely listed as inhibitors | hit rate 2.8% among 360,000 | AID 720504 | Plk1 PBD binding of FITC phosphopeptide, fluorescence polarization | P53350; also: potency is read from the fitted curve at half-maximal effect; series mostly up to about 57 µM; % is scaled to controls: 0 for no effect and ±100 for the full control effect; nearly all actives have a fitted effect of over 65% in size
Target sequence (P53350 whole entry, looked up, the tested form may be a part): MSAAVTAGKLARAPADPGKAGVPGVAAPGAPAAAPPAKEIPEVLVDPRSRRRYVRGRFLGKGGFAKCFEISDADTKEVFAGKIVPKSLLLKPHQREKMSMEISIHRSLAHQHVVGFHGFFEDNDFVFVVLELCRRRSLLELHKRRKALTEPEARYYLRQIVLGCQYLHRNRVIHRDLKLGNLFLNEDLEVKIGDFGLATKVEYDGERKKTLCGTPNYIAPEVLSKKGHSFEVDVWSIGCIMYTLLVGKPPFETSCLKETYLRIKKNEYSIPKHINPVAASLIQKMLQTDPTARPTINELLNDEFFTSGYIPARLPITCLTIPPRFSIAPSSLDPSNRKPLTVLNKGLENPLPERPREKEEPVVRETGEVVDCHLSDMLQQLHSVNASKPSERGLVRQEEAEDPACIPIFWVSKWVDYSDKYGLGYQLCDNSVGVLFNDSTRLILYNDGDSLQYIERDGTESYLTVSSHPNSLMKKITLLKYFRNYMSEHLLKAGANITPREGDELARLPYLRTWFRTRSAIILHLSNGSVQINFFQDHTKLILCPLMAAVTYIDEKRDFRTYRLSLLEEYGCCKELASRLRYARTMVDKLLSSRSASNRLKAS
GLP1R ag = activates the human GLP-1 receptor | P43220 | HEK293 GLP-1R CRE-luciferase, luminescence, 4-6 h; cells express a hypersensitive GLP-1R form | Potency, µM (highest dose often 45.6 µM), inactives show at the top dose activation, hits mostly activators | hit rate 0.007% among 380,000; also: potency is read from the fitted curve at half-maximal effect; % of control where 0% means no effect
GLP1R cytotox = cytotoxic in the GLP-1 receptor inverse agonist counter-screen | HEK293 cAMP-luciferase reporter cells, luminescence, 24 h | Potency, µM (doses to about 38.3 µM), for the others: top-dose activity change, negative = inhibition, actives largely listed as inhibitors | hit rate 0.13% among 410,000 | AID 624418;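 also: loss of luciferase light is scored as toxicity; potency is read from the fitted curve at half-maximal effect; % is scaled to controls: 0 for no effect and ±100 for the full control effect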
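Step one: seed cells (200 cells/uL, DMEM with 10% Nu serum, 1% pen-strep). Step two: 12-hour incubation at 37 deg C. Step three: pin 23 nL compound, incubate 24 hr. Step four: add luciferase reagent, read luminescence 12 min later.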
PTHR1 agonist = PTHR1 (human) receptor agonism. HEK293 GP2 PTHR1 cells, GloSensor cAMP luminescence, 1 h. Potency, µM (series often up to 115 µM), for the others: top-dose activation, hits mostly activators. hit rate 0.075% among 410,000. AID 743266; also: potency is read from the fitted curve at half-maximal effect; nearly all actives have a fitted effect of over 55% in size; some results filed as inactive show a strong effect at the top dose; inactives centre near -15; many of its hits are not listed in these tables
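HEK-293-derived GP2 cells expressing PTHR1 and a GloSensor cAMP reporter, 3,000/well, plated overnight, given luciferin plus IBMX (each 0.5 mM as added) for 1 h at 37 °C, then compound for 1 h at 37 °C. Luminescence was read after 15 min at room temperature.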
Active calls of the source: *; i = inactive; ? = inconclusive; . = not tested or not shown; & = joins results of further samples; [ ] = remark or other dose. Unless noted, calls follow the shape of the dose curve; as a rule, active = well fitted curve in the direction sought with a large enough effect; inconclusive = small, poorly fitted or top-dose-only effect, or another doubt; inactive = no such curve, though single readings can be large; an effect the other way counts as inactive or inconclusive. These rows are one share of the data; the hit share may differ from the screen's.

SMILES	PI5P4K alpha inh	EPAC1 ag	IL2 activator	GLP1R inv ag	EPAC1 antag	PLK1 PBD inh	GLP1R ag	GLP1R cytotox	PTHR1 agonist
COc1ccc(NC(=O)CCNC(=O)c2ccco2)cc1S(=O)(=O)N(C)C	-11	-5%	0.1	9%	5%	0%	-3%	6%	i
O=C(CNC(=O)Cc1ccccc1)NCC(=O)OCC(=O)c1ccc(Cl)cc1	1	1%	-3.9	16%	-3%	-13%	-5%	19%	-12%
O=C1c2ccccc2C(c2nnnn2Cc2ccccc2)N1Cc1ccc2c(c1)OCO2 (stereo not drawn)	-1	11%	0.1	18%	3%	-12%	1%	-2%	-9%
COc1ccc(S(=O)(=O)N2CCN(C(=O)N3CCOCC3)C2C)cc1 (stereo not drawn)	3	3%	-2.2	15%	8%	-8%	5%	11%	28%
OCc1nc2ccccc2n1CCOc1ccccc1	4	7%	0.4	-11%	-1%	-3%	-3%	12%	-17%
O=S(=O)(c1cccc(S(=O)(=O)N2CCOCC2)c1)N1CCCCCC1	-1	8%	-1.4	-12%	-2%	1%	9%	1%	-7%
Cc1[nH]c2ccccc2c1C(=O)CSc1ncn[nH]1	-9	1%	1.6	8%	3%	2%	1%	-9%	i
NCCN1C(=O)S/C(=C\c2ccc3c(c2)OCO3)C1=O	-4	-6%	10	3%	13%	-30%	-5%	13%	i
CN(C)C(=O)c1snnc1-c1ccccc1	4	9%	-1.6	3%	-4%	-11%	5%	27%	i
O=C(Nc1ccc2c(c1)OCCO2)C(=S)NCc1ccccc1	2	0%	0.5	2%	-1%	-9%	5%	0%	-14%
CC(=O)c1cccc(NC(=O)CN2C(=O)c3ccccc3C2=O)c1	-3	4%	1.3	17%	-2%	-16%	-5%	0%	-1%
CC(C)Cn1c(N)c(C(=O)CCl)c(=O)n(C)c1=O	8	2%	-0.3	9%	-7%	-28%	0%	-2%	-57%[inhibitor]

Structures shown so far containing a halogen (2):
SMILES	PI5P4K alpha inh	EPAC1 ag	IL2 activator	GLP1R inv ag	EPAC1 antag	PLK1 PBD inh	GLP1R ag	GLP1R cytotox	PTHR1 agonist
O=C(CNC(=O)Cc1ccccc1)NCC(=O)OCC(=O)c1ccc(Cl)cc1	1	1%	-3.9	16%	-3%	-13%	-5%	19%	-12%
CC(C)Cn1c(N)c(C(=O)CCl)c(=O)n(C)c1=O	8	2%	-0.3	9%	-7%	-28%	0%	-2%	-57%[inhibitor]

Next records
SMILES	PI5P4K alpha inh	EPAC1 ag	IL2 activator	GLP1R inv ag	EPAC1 antag	PLK1 PBD inh	GLP1R ag	GLP1R cytotox	PTHR1 agonist
CC(C)(C)N(Cc1cc2ccccc2[nH]c1=O)C(=O)c1cccc([N+](=O)[O-])c1	4	3%	-1.2	-30%	-9%	-16%	0%	-3%	-49%[inhibitor]
COC(=O)c1ccc(CSc2ccc3nnc(-c4cccc(F)c4)n3n2)o1	?	-7%	-2.9	39%[activator]	1%	?	8%	2%	-47%[inhibitor]
CC1=CC(C)(C)Nc2ccc(OC(=O)CN3C(=O)c4ccccc4C3=O)cc21	-2	-7%	10	?	-4%	0%	-17%	-6%	-26%
CC(C)(C)[C@H](NC(=O)c1ccc(N)c(Cl)c1)C(=O)N1CCC[C@H]1C(=O)N[C@H](C#N)CC(=O)O	.	-14%	0.2	.	-14%	.	3%	.	-11%
COc1nc(NCC(C)C)nc(Oc2ccc(=O)n(-c3ccccc3)n2)n1	-6	-9%	-2.4	33%	13%	3%	-3%	-11%	i
NS(=O)(=O)c1ccc(NC(=O)COC(=O)C23CC4CC(CC(C4)C2)C3)cc1	0	-4%	-0.3	?	9%	-4%	-1%	-24%	-6%
CN(C(=O)Nc1ccccc1)n1cnc2ccccc2c1=O	0	-3%	-3.6	5%	-2%	7%	-2%	5%	i
O=C(O)c1cc(-c2cccs2)nn1-c1cccc(Cl)c1	-21	1%	1.4	-3%[0.307 µM]	2%	-18%	-13%	17%[0.307 µM]	19%
COc1ccccc1C(=O)Nc1ccc(C(=O)N2CCCC2)cc1	.	4%	-0.7	0%	5%	-6%	-1%	-6%	0%
Cc1nn(C(=O)c2cccc([N+](=O)[O-])c2)c(C)c1Cl	4	7%	0.6	0%	4%	-8%	4%	-11%	i
Cc1cc(C)c(NC(=S)N2CCC(N(C)CC3CCCO3)CC2)c(C)c1 (stereo not drawn)	.	3%	2.8	-1%	11%	?	-16%	-13%	i
CN(C)c1ccc(C(=O)Nc2nnc(C3=COCCO3)o2)cc1	1	-4%	0.6	-16%	-6%	4%	-1%	?	-5%
COc1ccc(N2CCN(C(=O)c3ccc(-c4nc5ccccc5s4)o3)CC2)cc1	0	10%	0.9	3%	-7%	-5%	3%	5%	-34%[inhibitor]
Cc1ccc(S(=O)(=O)N2CCC(C(=O)NCCN3CCOCC3)CC2)cc1	0	11%	-0.3	4%	3%	1%	-4%	-7%	-3%
C[C@@H]1CN([C@@H](C)CO)C(=O)c2cc(NS(C)(=O)=O)ccc2O[C@@H](C)CCCCO[C@H]1CN(C)C(=O)Nc1ccc2c(c1)OCO2	-4	6%	-0.2	-2%	12%	-19%	24%	2%	-17%
CCN(CC)S(=O)(=O)c1cccc(-c2nnc(SCC(=O)NC3CCCCCC3)n2N)c1	.	8%	-3.1	-7%	0%	-8%	-2%	3%	-6%[57.5 µM]
Cc1ccc2[nH]c(=O)cc(C(=O)OCC(=O)c3ccc(F)cc3)c2c1	-6	-5%	0.2	21%[7.66 µM]	-5%	6%	-2%	0%[7.66 µM]	i
CCCOc1ccc(C(=O)NCCCn2ccnc2)cc1	1	8%	-0.4	-13%	-7%	3%	-6%	6%	i
COC(=O)CSc1nc2c(c(C3CC=CCC3)c1C#N)CCC2 (stereo not drawn)	12	6%	-0.3	?	-1%	-11%	18%	-10%	i
CC(C)c1nnc(NC(=O)c2cccnc2)s1	1	1%	-0.2	4%	-13%	-7%	-13%	15%	-9%[57.5 µM]
CCOC(=O)c1c(C(F)(F)F)nc2ncccn12	6	14%	-0.1	5%	-13%	-9%	-8%	-10%	0%[57.5 µM]
CCOc1ccc(S(=O)(=O)NCCC(=O)NC2CCCCC2)cc1	3	6%	-1.4	6%	-11%	-3%	3%	0%	i
C=CCn1c(SCC(=O)NCc2ccco2)nnc1C1CCCCC1	2	-14%	-0.3	?	6%	-3%	9%	5%	i
Clc1ccc(CSc2ncn(-c3ccccc3)n2)cc1	4	25%	-2.8	-15%	-3%	-8%	-1%	5%	i
COCCCN(C(=S)Nc1c(C)cc(C)cc1C)C(C)c1ccncc1 (stereo not drawn)	7	-6%	-0.2	12%	11%	?	-17%	1%	i
O=C(CNCc1cccs1)Nc1cc(S(=O)(=O)N2CCCC2)ccc1Cl	4	-8%	-4.9	-15%	6%	?	-2%	-16%	i
CCOC(=O)c1c(C)n(S(=O)(=O)c2ccc(C)cc2)c2ccc(O)c(C(=O)O)c12	-1	8%	-0.1	-28%	-12%	-27%	-2%	-2%	-25%
CCOc1ccc(CCNS(=O)(=O)c2c(C)nc3scc(C)n3c2=O)cc1OCC	3	3%	-0.8	53%&14%[activator]	15%	-7%	25%	-6%&-3%	9%
CCOc1ccc(-c2n[nH]c(C)c2-c2ccccn2)c(O)c1	-2	5%	3.2	-1%	3%	-6%	-1%	-8%	-14%
CC(c1ccco1)N(C(=O)c1ccc(Cl)c([N+](=O)[O-])c1)c1ccccn1 (stereo not drawn)	-2	0%	0.2	-24%	15%	-1%	6%	-23%	i
COc1cccc(C(NC(C)=O)c2nc(-c3ccccc3)cs2)c1 (stereo not drawn)	-4	1%	0.4	-9%	8%	2%	6%	5%	-10%
COc1ccc(NC(=O)c2[nH]c(C)c(C(C)=O)c2C)cc1S(=O)(=O)Nc1ccc(Br)cc1	-9	10%	-0.6	-27%	-26%	-5%	11%	-1%	-12%
Nc1nc(SCc2ccc(Cl)cc2Cl)nc2nc3c(cc12)CCCC3	-4	2%	82*	?	-17%	-10%	-2%	?	i
CN1CCN(C(=O)C2=C[C@H](C3CC3)C[C@H](OCc3ccc(CO)cc3)O2)CC1	-3	3%	-0.2	15%	1%	?	8%	-3%	-24%
Cc1cc(C)cc(NC(=O)c2cccc(NC(=O)C3C4CC5OC(=O)C3C5C4)c2)c1 (stereo not drawn)	.	9%	-1.5	?	-7%	-6%	-12%	-4%	i
O=C(NC(=S)Nc1ccc(CN2CCOCC2)cc1)c1ccc(-c2ccc(Br)cc2)o1	1	6%	-0.1	4%	2%	-14%	8%	5%	-8%
Cc1ccc(Nc2cccccc2=O)cc1	?	-4%	-0.3	?	-1%	9.5µM*	0%	11%	i
O=C(COC(=O)c1ccc2c(c1)OCCO2)NCc1ccccc1	-2	-7%	0.4	16%	15%	-2%	4%	-13%	4%[57.5 µM]
Cc1ccc(NC(=S)Nc2c(C)n(C)n(-c3ccccc3)c2=O)cc1Cl	-5	-6%	-0.4	-4%	-10%	-3%	0%	-8%	20%
CCN(C[C@H]1N[C@@](Cc2ccccc2)(C(=O)OC)[C@H]2C(=O)N(C)C(=O)[C@@H]12)C(=O)Nc1ccc(C)cc1	6	0%	0.3	8%	-2%	-8%	-3%	-7%	-3%
Cc1ccc(NC(=O)CNC(=O)Cc2cccc3ccccc23)nc1	-6	6%	-1.2	1%	-24%	-20%	5%	-5%	i
COc1ccc(/C=C2/C(=O)ON=C2c2ccccc2)cc1OC	-59*	3%	1.7	23%	7%	1.9µM*	-7%	-27%	-4%
CN(C)c1ccc(N/C=C/C(=O)C(F)(F)F)cc1	0	2%	-2.7	11%	-19%	-9%	2%	9%	-8%
COc1ccc(NC(=O)/C(C#N)=C/c2ccc(Br)o2)cc1	.	2%	-1.9	0%	38%[activator]	-16%	-8%	3%	-43%[inhibitor][57.5 µM]
CCOc1ccccc1N(CC(=O)NC1CCCCC1)C(=O)c1nsc(Cl)c1Cl	0	2%	-2.6	10µM*	1%	-13%	15%	2%	-11%
CCC1(C)C(Nc2c(C)cccc2C)=NC(=S)N1c1ccc(NC(C)=O)cc1 (stereo not drawn)	4	-3%	0.1	-14%	0%	1%	0%	-1%	i

Source: PubChem BioAssay
